MEKK3 PB1 HTS = modulators (inhibitors or enhancers) of MEK5 binding to human MEKK3 PB1 domain. Q99759. bead-based flow cytometry, Alexa488-MEK5 binding to MEKK3; actives lie on both sides; 0 = blocked by unlabeled MEK5, 100 = vehicle. binding response (% of control), % at 10 µM. 1.4% of 290,000 active. AID 1529;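 active = binding response more than 3 SD above or below the average of its plate-row segment, actives on both sides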;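 also: Alexa488 bead fluorescence after subtracting the streptavidin-only scavenger bead signal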
CRFR2-BP antag = CRF-BP/CRF-R2 complex antagonism; HEK293 CRF-R2/CRF-BP, CRF-induced calcium fluorescence; inhibition, % at 11.8 µM; 0.59% of 350,000 active; AID 588475;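 active = inhibition of the ligand-induced calcium signal above about 50% at the single tested concentration, limit read from the data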
PHOSPHO1 block = blocks human PHOSPHO1 phosphatase activity; Q8TCT1; recombinant PHOSPHO1, absorbance phosphatase assay; inhibition, % at 13.3 µM; 1.1% of 290,000 active; in the data active = inhibition above about 60%
pCIP destab = lowers stability of the mouse p/CIP coactivator protein. Q05BA5. F442A p/CIP-EGFP cells, EGFP fluorescence, 16 h. 0.01% of 290,000 active. decrease of EGFP signal, % at 10 µM;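 active = EGFP signal decrease of at least 30% at 10 µM or well 3 SD below plate mean, unless failing retest; inactive = the rest, including hits failing retest or dose response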; also: some compounds called inactive have numbers as strong as hits; many of its hits are not listed in these tables
GalR3 antag = antagonists of human GalR3. inhibition, % at 3 µM. HEK293 GalR3-CNG cAMP membrane potential fluorescence; galR3 body fused to GalR1 C-terminus. O60755. AID 651719. 0.44% of 360,000 active;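 active = inhibition above the screen-wide average plus 3 SD, cut at about 13% in these data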;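 also: forskolin and galanin both at EC90 stimulate the cells; cAMP rise reported by CNG channel membrane potential dye signal; 0% = forskolin plus galanin with DMSO and 100% = forskolin alone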
CRFR2-BP ag = agonists of human CRF-binding protein/CRF-R2 receptor complex; HEK293 CRF-R2/CRF-BP, calcium dye fluorescence (FLIPR); percent of saturating CRF peptide response; activation, % at 13.2 µM; 0.46% of 350,000 active; AID 588473;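 active = activation of at least 50%, plus an integration ratio under a set limit after plate pattern correction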;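 also: plate controls were neutral control wells without compound for no effect and CRF at EC100 for full effect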
IDE inh = inhibits human insulin-degrading enzyme in HEK cells. FAbetaB cleavage, fluorescence polarization. inhibition, % at 5.59 µM. 0.41% of 320,000 active. AID 434962;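 active = percent inhibition above the average of all tested compounds plus 3 SD, set per screening campaign, cut at about 16% in these data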;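 also: IDE supplied by intact live HEK cells; FP after avidin binding of uncleaved biotin substrate so inhibition keeps polarization high; 0% = DMSO wells and 100% = 60 µM reference IDE inhibitor Ii1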
Target sequence (P14735 whole entry, looked up): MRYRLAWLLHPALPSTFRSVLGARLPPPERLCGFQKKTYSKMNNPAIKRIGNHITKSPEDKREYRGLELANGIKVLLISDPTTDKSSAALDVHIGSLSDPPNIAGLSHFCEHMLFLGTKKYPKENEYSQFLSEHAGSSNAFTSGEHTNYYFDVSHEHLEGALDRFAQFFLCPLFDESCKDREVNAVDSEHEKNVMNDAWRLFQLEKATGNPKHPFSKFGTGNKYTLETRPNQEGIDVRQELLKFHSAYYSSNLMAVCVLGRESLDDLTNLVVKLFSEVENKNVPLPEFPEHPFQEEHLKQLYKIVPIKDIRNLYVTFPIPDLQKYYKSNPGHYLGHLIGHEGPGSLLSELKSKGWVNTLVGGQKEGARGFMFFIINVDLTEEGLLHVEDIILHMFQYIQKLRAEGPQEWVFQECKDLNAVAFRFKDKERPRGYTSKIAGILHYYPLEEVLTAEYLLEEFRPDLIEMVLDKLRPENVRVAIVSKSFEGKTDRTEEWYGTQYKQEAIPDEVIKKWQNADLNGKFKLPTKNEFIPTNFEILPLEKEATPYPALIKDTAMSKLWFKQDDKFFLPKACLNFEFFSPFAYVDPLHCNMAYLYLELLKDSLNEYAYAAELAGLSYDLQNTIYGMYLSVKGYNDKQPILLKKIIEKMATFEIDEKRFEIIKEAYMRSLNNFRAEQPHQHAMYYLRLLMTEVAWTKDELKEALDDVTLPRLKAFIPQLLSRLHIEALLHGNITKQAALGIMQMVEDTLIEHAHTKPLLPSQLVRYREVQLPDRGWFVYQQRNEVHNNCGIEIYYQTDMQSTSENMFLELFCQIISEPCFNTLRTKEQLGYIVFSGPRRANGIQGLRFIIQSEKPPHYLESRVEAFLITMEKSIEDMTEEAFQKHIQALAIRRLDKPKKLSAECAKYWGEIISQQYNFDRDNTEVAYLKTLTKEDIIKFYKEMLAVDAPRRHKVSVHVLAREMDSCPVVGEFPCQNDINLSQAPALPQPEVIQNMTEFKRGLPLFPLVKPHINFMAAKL
IDE act = boosts human insulin-degrading enzyme activity in HEK cells. FAbeta-B cleavage, fluorescence polarization; 0% vehicle, 100% cell-free pure enzyme wells. activation, % at 5.96 µM. 0.073% of 340,000 active;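 active = activation above the mean of all tested compounds plus 3 SD, set per screening campaign, cut at about 17% in these data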
CHRM4 PAM = CHRM4 positive allosteric modulation; P08173; CHO-K1 hM4/Gqi5, Fluo-8 calcium fluorescence, ACh EC20; 0% = ACh EC20, 100% = maximal ACh; activation, % at 3 µM; 0.4% of 360,000 active;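 active = activation above its plate's cutoff, the mean activation of sample wells plus 3 SD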; also: some results filed as inactive read as strong as hits
An asterisk follows results filed as active; x = no result given; [ ] = another dose, or the depositor's remark.

nr	canonical_smiles	MEKK3 PB1 HTS	CRFR2-BP antag	PHOSPHO1 block	pCIP destab	GalR3 antag	CRFR2-BP ag	IDE inh	IDE act	CHRM4 PAM
1	COC(=O)C1=C(c2ccc(C(C)=O)cc2)C[C@@H]2CC[C@H]1N2C(=O)NCc1ccc(F)cc1	x	-10.8	x	x	-2.1	0.2	0.6	8.3	-7.3
2	Cc1ccc(-c2nc3ccccc3c(=O)n2-c2cccc(O)c2)cc1	93.0	-21.8	30.5	14.7	5.5	1.2	2.9	0.3	1.9
3	CCNCC(O)c1cccc(O)c1 (stereo not given)	101.0	2.8	25.4	2.7	53.7*	-0.3	0.6	-1.1	-6.4
4	CN(C(=O)CN1CC=C(c2ccccc2)CC1)c1c(N)n(Cc2ccccc2)c(=O)[nH]c1=O	99.0	8.5	15.3	-12.2	-4.1	-0.1	-2.1	2.1	-3.7
5	COc1ccc(C(SCC(NC(=O)OCc2ccccc2)C(=O)O)c2ccc(OC)cc2)cc1 (stereo not given)	x	28.0	x	x	-6.2	1.3	x	x	3.9
6	C=CCN1CCC2(C)c3cc(O)ccc3CC1C2C (stereo not given)	111.0	-68.5	x	x	x	63.3*	2.6	3.6	-12.0
7	O=S(=O)(NC1CCCC1)OCC(Cl)(Cl)Cl	102.0	9.9	4.0	-0.6	-7.8	-0.1	-3.3	-4.5	8.4
8	Cc1cccc(OCC(=O)N2CCN(Cc3ccc([N+](=O)[O-])cc3)CC2)c1	88.0	32.1	-19.3	-4.3	-5.0	-0.8	1.1	4.3	9.3
9	COc1ccccc1NC(=O)COC(=O)c1cc(C)n(C2CC2)c1C	x	13.3	x	x	-2.7	-0.1	6.0	7.1	4.5
10	CCCCC(=O)N/N=C/c1c(O)n(-c2ccccc2)c(=O)[nH]c1=O	97.0	-15.6	24.0	-6.2	-6.3	0.0	-4.0	1.8	1.0
11	COc1ccc(/C=C/C(=O)c2c(O)n(CCC3=CCCCC3)c(=O)[nH]c2=O)cc1OC	104.0	-10.6	34.7	-9.3	-2.1	-2.7	-1.0	-4.9	3.8
12	O=c1c2ccccc2nc(/C=C/c2ccc(F)cc2)n1-c1ccccc1O	100.0	-0.5	38.1	-0.1	-11.6	0.9	2.1	5.9	-7.9
13	CC(C)CCC1(CCO)C(=O)NC(=S)NC1=O	x	-7.8	x	x	-4.6	0.5	x	5.1	9.5
14	N#Cc1ccc(NC(=O)CN2CCCCCC2)cc1Cl	100.0	2.2	20.0	-14.2	-3.8	1.3	-6.0	3.2	-3.0
15	N#Cc1ccccc1OCC(=O)N1CCN(CC(=O)Nc2ccc(F)cc2)CC1	x	-7.3	x	x	3.9	0.4	x	-1.6	8.2
16	O=C(Cc1c(Cl)cccc1Cl)N1CCN(Cc2ccccc2)CC1	98.0	-5.7	40.5	-3.5	-4.5	1.2	-1.1	5.0	4.1
17	COc1ccc2c(C)c(CCC(=O)N3C[C@H]4C[C@@H](C3)c3cccc(=O)n3C4)c(=O)oc2c1	96.0	-0.5	23.4	4.5	7.7	-1.6	5.1	4.2	-2.6
18	COC(=O)CC(=O)c1ccc2c(c1)OCO2	96.0	0.0	x	x	-6.0	-1.4	1.6	3.9	-2.3
19	CC1=CC(O)C(O)C2(C)C1CC1OC(=O)CC3C(C)C(O)C(=O)C2C13CO (stereo not given)	x	-11.8	x	x	x	0.1	x	5.9	1.6
20	Cc1cccc(-n2c(O)c(C=NCCN3CCCCC3)c(=O)[nH]c2=O)c1	81.0	4.0	19.5	-9.3	-3.2	2.7	0.2	7.5	-1.5

4 compounds picked at random from the list so far:
nr	canonical_smiles	MEKK3 PB1 HTS	CRFR2-BP antag	PHOSPHO1 block	pCIP destab	GalR3 antag	CRFR2-BP ag	IDE inh	IDE act	CHRM4 PAM
4	CN(C(=O)CN1CC=C(c2ccccc2)CC1)c1c(N)n(Cc2ccccc2)c(=O)[nH]c1=O	99.0	8.5	15.3	-12.2	-4.1	-0.1	-2.1	2.1	-3.7
13	CC(C)CCC1(CCO)C(=O)NC(=S)NC1=O	x	-7.8	x	x	-4.6	0.5	x	5.1	9.5
18	COC(=O)CC(=O)c1ccc2c(c1)OCO2	96.0	0.0	x	x	-6.0	-1.4	1.6	3.9	-2.3
11	COc1ccc(/C=C/C(=O)c2c(O)n(CCC3=CCCCC3)c(=O)[nH]c2=O)cc1OC	104.0	-10.6	34.7	-9.3	-2.1	-2.7	-1.0	-4.9	3.8

The listing continues:
nr	canonical_smiles	MEKK3 PB1 HTS	CRFR2-BP antag	PHOSPHO1 block	pCIP destab	GalR3 antag	CRFR2-BP ag	IDE inh	IDE act	CHRM4 PAM
21	CCC1(O)CCC2C3CCC4=CC(=O)CCC4C3CCC21CC (stereo not given)	x	-22.3	x	x	-6.5	-3.7	x	-0.4	-9.3
22	O=P(NC(c1ccccc1)c1ccccc1)(Oc1ccccc1)Oc1ccccc1	99.0	-25.5	-2.0	-5.2	-11.1	5.1	6.0	11.4	-6.2
23	O=C(Nc1ccccc1F)OC1CN2CCC1CC2 (stereo not given)	55.0	15.1	42.1	-2.4	-6.3	0.2	-2.1	1.7	-11.8
24	Cc1cccc(OC(=O)N2CCOCC2)c1	99.0	2.0	-5.3	1.6	-4.2	-1.3	4.6	1.8	3.5
25	COc1ccc(OCC(=O)N2CCN(Cc3nc4cc([N+](=O)[O-])ccc4n3C)CC2)cc1	119.0	8.9	-9.3	7.1	-1.4	0.2	-0.3	3.2	-7.0
26	CC1(C)OC1COc1c2occc2cc2ccc(=O)oc12 (stereo not given)	105.0	-5.6	-1.4	-2.6	-7.1	0.2	3.2	-3.5	8.3
27	CC1(C)C2([N+](=O)[O-])CN3CC1([N+](=O)[O-])CN(C2)C3c1cccnc1 (stereo not given)	91.0	-7.6	16.2	6.6	-2.5	0.7	1.4	1.1	-2.5
28	c1ccc(CNC2CCCCCCC2)cc1 (tested in a mixture with another compound)	x	-24.0	x	x	-4.5	6.4	x	2.1	-2.8
29	C[C@H](NC(=O)N1C[C@H]2C[C@@H](C1)c1cccc(=O)n1C2)C(=O)Nc1ccccc1F	100.0	0.1	33.8	-4.4	-2.3	4.1	0.4	2.8	6.2
30	C=C(COC(=O)CCC(=O)O)CC1CC(O)[C@]2(C)OC3CC4OC5C[C@]6(C)O[C@]7(C)CCC8OC9C[C@]%10(C)OC%11C(C)=CC(=O)OC%11CC%10OC9C[C@@H](C)C8OC7CC6O[C@]5(C)C/C=C\C4OC3CC2O1 (stereo not given in full)	86.0	-5.5	0.1	-10.9	x	0.0	-1.5	1.5	2.7
31	CC=C(CC)C1(CCC)C(=O)NC(=S)NC1=O	x	17.7	x	x	-5.2	-4.0	x	4.6	8.2
32	O=C1NC(=O)C2(Cc3ccccc3N3CCCC32)C(=O)N1 (stereo not given)	96.0	-17.6	-4.9	-4.7	1.6	-0.2	-3.1	6.3	-3.8
33	CN(C)C(=O)Oc1ccc(OCc2nc3ccccc3[nH]2)cc1	96.0	18.3	2.1	0.2	-3.8	-1.4	0.3	1.9	-7.6
34	OC(CNC1CCCCCCC1)c1ccccc1 (stereo not given)	78.0	x	40.0	-0.3	x	x	2.2	x	x
35	O=C1N(c2cccc(Cl)c2)C(c2cccnc2)N2CCCN12 (stereo not given)	74.0*[inhibitor]	-0.3	-0.7	15.2	-7.1	-0.9	8.9	-13.2	4.1
36	COC(=O)C1=C(c2ccc(S(C)(=O)=O)cc2)C[C@@H]2CC[C@H]1N2C(=O)NCc1cccc2ccccc12	111.0	0.0	x	x	-3.0	-5.6	1.6	-6.2	3.9
37	C=CCn1c(O)c(/C=C2/C=CC=N2)c(=O)[nH]c1=O	95.0	-7.0	-11.0	5.1	-5.7	4.0	-1.9	2.2	1.5
38	NC(=O)c1ccsc1NC(=O)COC(=O)Cc1ccccc1	x	-7.0	x	x	-6.4	0.5	4.2	1.7	-7.0
39	CCCCCn1c(=O)c(C(=O)NCc2ccncc2)c(O)c2ccccc21	105.0	-11.8	12.5	-14.8	-1.2	0.8	0.1	2.7	-4.2
40	CN1CCN(c2ccc(Cl)cc2N)CC1	97.0	15.2	11.7	2.3	-5.1	2.0	2.9	4.9	9.9

Rewritten with one line to a screen: part of the list above
(36) COC(=O)C1=C(c2ccc(S(C)(=O)=O)cc2)C[C@@H]2CC[C@H]1N2C(=O)NCc1cccc2ccccc12
(37) C=CCn1c(O)c(/C=C2/C=CC=N2)c(=O)[nH]c1=O
assay / compound | 36 | 37
MEKK3 PB1 HTS | 111.0 | 95.0
CRFR2-BP antag | 0.0 | -7.0
PHOSPHO1 block | x | -11.0
pCIP destab | x | 5.1
GalR3 antag | -3.0 | -5.7
CRFR2-BP ag | -5.6 | 4.0
IDE inh | 1.6 | -1.9
IDE act | -6.2 | 2.2
CHRM4 PAM | 3.9 | 1.5

Along the list, as entered above:
Compounds 27 to 35 in CHRM4 PAM: -2.5, -2.8, 6.2, 2.7, 8.2, -3.8, -7.6, x, 4.1

(continued)
nr	canonical_smiles	MEKK3 PB1 HTS	CRFR2-BP antag	PHOSPHO1 block	pCIP destab	GalR3 antag	CRFR2-BP ag	IDE inh	IDE act	CHRM4 PAM
41	Cn1cc(CCC(=O)N2CCC3(CC2)OCCO3)c2ccccc21	92.0	12.4	28.5	-3.6	-7.0	1.0	1.5	2.4	7.6
42	O=C(c1ccc(F)c([N+](=O)[O-])c1)N1CC2CC(C1)c1cccc(=O)n1C2 (stereo not given)	101.0	1.1	29.2	-11.6	-6.7	0.7	6.1	-1.6	3.1
43	COc1ccc(-n2c(/C=C/c3ccc4c(c3)OCO4)nc3ccccc3c2=O)cc1	102.0	-2.1	0.6	-7.0	-7.6	-1.7	9.8	0.5	-3.9
44	O=C1NC(=O)C2C1C1(Cl)C(Cl)=C(Cl)C2(Cl)C1(Cl)Cl (stereo not given)	x	-8.4	x	x	-6.8	-0.1	x	3.7	6.2
45	FC(F)(F)Oc1ccc(NC2=NCCCS2)cc1	101.0	-2.7	13.7	-3.3	-11.1	3.1	4.0	1.0	-7.4
46	O=S(=O)(c1ccccc1)N1CCN2CCCC2C1 (stereo not given)	97.0	13.0	29.1	-8.9	-10.3	0.0	4.3	4.6	-6.5
47	CN(C)C1=NP(N(C)C)(N(C)C)=NC(c2ccccc2)=N1	103.0	51.8*	5.6	-14.1	-0.7	-0.6	4.2	-3.0	0.5
48	COc1cc(C(=O)O)cc(OC)c1OC	x	-2.5	x	x	1.8	-2.4	x	4.1	0.2
49	COc1ccc(Nc2ncc(C(=O)N3CCC4(CC3)OCCO4)c3ccccc23)cc1	96.0	3.1	-24.8	-5.3	1.7	-1.1	3.0	-1.6	-1.9
50	CC(=O)O[C@H]1[C@H]2O[C@]23[C@@H]2CC[C@]4(O)C[C@@H](O)CC[C@]4(C)C2CC[C@]3(C)[C@H]1c1ccc(=O)oc1 (stereo not given in full)	x	-0.1	x	x	x	-1.8	1.6	1.9	-3.8
51	CCOCN(C(=O)CCl)c1c(C)cccc1CC	x	-4.7	x	x	-3.3	1.2	6.2	0.1	4.0
52	Cn1c(=O)oc(=O)c2ccccc21	x	-0.4	x	x	-5.5	-2.0	x	3.2	6.8
53	CC(C)n1c(O)c(C=NCc2cccnc2)c(=O)[nH]c1=S	90.0	-10.1	-10.4	-2.4	-4.9	1.3	2.3	5.8	0.0
54	Cc1cccc(-n2c(O)c(C=NC34CN5CN(CN(C5)C3)C4)c(=O)[nH]c2=O)c1	102.0	6.1	16.3	6.8	-1.5	0.6	2.2	3.5	-3.8
55	COC(=O)C12CCc3cc(OC)ccc3C1=CC(=O)C2 (stereo not given)	x	-16.6	x	x	-4.7	0.3	x	x	2.4
56	O=C1NC(=O)N(c2ccccc2)C(=O)/C1=C\c1ccc([N+](=O)[O-])s1	108.0	-4.8	-136.2	-24.8	3.4	3.8	6.5	x	x

Some of the compounds tested, so the mix of outcomes need not match the whole.
